Salmonella PhoP GFP: Inhibition of PhoP regulon, Salmonella typhi GFP reporter cells, confirmation, 4 h (AID 1850) | hit rate 0.33% among 310,000 | Salmonella Typhi PhoP-promoter GFP reporter, fluorescence, 4 h; higher % means a stronger effect | inhibition, % at 50 µM, or IC50 in µM where a hit was titrated; in the data active = a potency from the dose series; inconclusive = inhibition mostly from about 25% at the one dose, without a potency; inactive = the rest, 99 in 100 with inhibition below about 19%;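 note: 0% = induced wells with vehicle and 100% = uninduced wells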
influenza NS1A: NS1A inhibition, H1N1 influenza, cell based functional assay (AID 504329); hit rate 0.3% among 340,000; inhibition, % at 12.5 µM; hits with a dose series show IC50 in µM; NS1A functional cell-based assay, percent inhibition; higher % means a stronger effect; in the data active = a potency from the dose series; inconclusive = inhibition above about 27% without an active follow-up result; note: strong numbers were not always called active
M. tuberculosis HTS: M. tuberculosis growth inhibition, HTS (AID 449762). M. tuberculosis H37Rv growth inhibition, 7H9 media; higher % means a stronger effect. inhibition, % at 25 µM, or IC50 in µM where a hit was titrated. hit rate 0.59% among 330,000; in the data active = a potency from the dose series; inconclusive = inhibition above about 70% without an active follow-up result;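 note: bacterial growth assessed after seven days of incubation; strong numbers were not always called active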
M. tuberculosis: growth inhibition of non-replicating M. tuberculosis (AID 488890) | Mycobacterium tuberculosis non-replicating, growth inhibition; higher % means a stronger effect | inhibition, % at 25 µM; hits with a dose series show IC50 in µM | hit rate 0.39% among 320,000; in the data active = a potency from the dose series; inconclusive = inhibition mostly from about 82% at the one dose, without a potency; inactive = the rest, 99 in 100 with inhibition below about 76%;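 note: plate controls were DMSO cells for no effect and high antibiotic wells for full effect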
inhibitors of VEEV: inhibitors of VEEV TC-83 cytopathic effect, confirmation, Vero cells (AID 588727) | hit rate 0.13% among 350,000 | Vero cells, VEEV TC-83 cytopathic effect inhibition; higher % means a stronger effect | inhibition, % at 20 µM, or IC50 in µM where a hit was titrated; in the data active = a potency from the dose series; inconclusive = inhibition mostly from about 14% at the one dose, without a potency; inactive = the rest, 99 in 100 with inhibition below about 12%; note: strong numbers were not always called active
inhibitors of VEEV 10K pilot screen: recorded beside inhibitors of VEEV, whose call it bears; inhibition, %; measured here: 10K pilot screen inhibition
Starred values were filed as active, the others as inactive.

`CN(CC(=O)Nc1ccccc1Br)CC(=O)Nc1ccccc1C(F)(F)F` gave Salmonella PhoP GFP 4%, influenza NS1A -1%, M. tuberculosis HTS 13%, M. tuberculosis 4% and inhibitors of VEEV 0.5%.
Cc1ccc(S(=O)(=O)NCC(C)NS(=O)(=O)c2ccccc2[N+](=O)[O-])cc1 (stereo unspecified) was read as Salmonella PhoP GFP -1%, influenza NS1A -11%, M. tuberculosis HTS -8%, M. tuberculosis 4% and inhibitors of VEEV 0.6%.
`CCc1ccc(OCC(=O)N/N=C(\C)c2ccc3c(c2)OCCO3)cc1` gave Salmonella PhoP GFP 4%, influenza NS1A -12%, M. tuberculosis HTS 1%, M. tuberculosis 22% and inhibitors of VEEV 2.6%.
Screening CCC(=O)N1N=C(c2ccc(NS(=O)(=O)c3ccccc3)cc2)CC1c1ccco1 (stereo unspecified) returned influenza NS1A -3%, M. tuberculosis HTS 2%, M. tuberculosis -11% and inhibitors of VEEV 9.0%.
COc1ccc(CNC(=O)CN2CCC(n3nnc4cc(F)ccc43)CC2)cc1 was read as Salmonella PhoP GFP -3%, influenza NS1A 8%, M. tuberculosis HTS -1%, M. tuberculosis 33% and inhibitors of VEEV 2.4%.
For Cn1c(SCc2ccccc2)nnc1-c1ccncc1 the results were Salmonella PhoP GFP -9%, influenza NS1A 3%, M. tuberculosis HTS -9%, M. tuberculosis 21% and inhibitors of VEEV 1.7%.
`OC(CN1CCCCC1)c1ccc(Br)cc1` (stereo unspecified) gave influenza NS1A 2% and inhibitors of VEEV inactive.
`COc1cc(C2NC(=S)NC(C)=C2C(=O)Nc2cc(C)cc(C)c2)ccc1O` (stereo unspecified) gave Salmonella PhoP GFP -7%, influenza NS1A 2%, M. tuberculosis HTS 5%, M. tuberculosis 7% and inhibitors of VEEV inactive.
Screening CCOc1ccccc1NC(=O)Cc1coc2cc(C)ccc12 returned Salmonella PhoP GFP 6%, influenza NS1A 6%, M. tuberculosis HTS 5%, M. tuberculosis 31% and inhibitors of VEEV 0.6%.
Screening CCOC(=O)c1ccccc1NC(=O)CSc1nnc(C)c(=O)[nH]1 returned Salmonella PhoP GFP 9%, influenza NS1A 2%, M. tuberculosis HTS -4%, M. tuberculosis -13% and inhibitors of VEEV 6.0%.
Screening O=C(Nc1ccc(S(=O)(=O)Nc2ccc(Cl)cc2)cc1)C1CCCO1 (stereo unspecified) returned Salmonella PhoP GFP -1%, influenza NS1A -4%, M. tuberculosis HTS -1%, M. tuberculosis 6% and inhibitors of VEEV inactive.
Cc1ccc(N2CC(C(=O)Oc3cccc(N4C(=O)CCC4=O)c3)CC2=O)cc1 (stereo unspecified) was read as Salmonella PhoP GFP 12%, influenza NS1A 4%, M. tuberculosis HTS -10%, M. tuberculosis -2%, inhibitors of VEEV inactive and inhibitors of VEEV 10K pilot screen 3.1.

The final five entries of the part before lead into the next:
`COc1cc(C2NC(=S)NC(C)=C2C(=O)Nc2cc(C)cc(C)c2)ccc1O` (stereo unspecified) gave Salmonella PhoP GFP -7%, influenza NS1A 2%, M. tuberculosis HTS 5%, M. tuberculosis 7% and inhibitors of VEEV inactive.
Screening CCOc1ccccc1NC(=O)Cc1coc2cc(C)ccc12 returned Salmonella PhoP GFP 6%, influenza NS1A 6%, M. tuberculosis HTS 5%, M. tuberculosis 31% and inhibitors of VEEV 0.6%.
Screening CCOC(=O)c1ccccc1NC(=O)CSc1nnc(C)c(=O)[nH]1 returned Salmonella PhoP GFP 9%, influenza NS1A 2%, M. tuberculosis HTS -4%, M. tuberculosis -13% and inhibitors of VEEV 6.0%.
Screening O=C(Nc1ccc(S(=O)(=O)Nc2ccc(Cl)cc2)cc1)C1CCCO1 (stereo unspecified) returned Salmonella PhoP GFP -1%, influenza NS1A -4%, M. tuberculosis HTS -1%, M. tuberculosis 6% and inhibitors of VEEV inactive.
Cc1ccc(N2CC(C(=O)Oc3cccc(N4C(=O)CCC4=O)c3)CC2=O)cc1 (stereo unspecified) was read as Salmonella PhoP GFP 12%, influenza NS1A 4%, M. tuberculosis HTS -10%, M. tuberculosis -2%, inhibitors of VEEV inactive and inhibitors of VEEV 10K pilot screen 3.1.
Screening CC(=O)N/C(=C\c1ccccc1)C(=O)OC(C)C(=O)NCc1ccccc1 (stereo unspecified) returned Salmonella PhoP GFP -6%, influenza NS1A -8%, M. tuberculosis HTS -2%, M. tuberculosis 6% and inhibitors of VEEV 3.3%.
CCOc1c(Br)cc(C(N)=O)cc1OC was read as Salmonella PhoP GFP 7%, influenza NS1A 19%, M. tuberculosis HTS -4%, M. tuberculosis -13% and inhibitors of VEEV 0.3%.
Screening COc1ccc(C(=O)C2CCCN(C(=O)CSC)C2)cc1OC (stereo unspecified) returned Salmonella PhoP GFP 4%, influenza NS1A 1%, M. tuberculosis HTS 3%, M. tuberculosis -18% and inhibitors of VEEV inactive.
CCNS(=O)(=O)c1ccc(NC(=S)N2CCc3ccccc32)cc1 was read as Salmonella PhoP GFP -7%, influenza NS1A -13%, M. tuberculosis HTS 3%, M. tuberculosis 69% and inhibitors of VEEV 4.0%.
`OCCNC(=S)Nc1ccc2nsnc2c1` gave Salmonella PhoP GFP 19%, influenza NS1A 1%, M. tuberculosis HTS -5%, M. tuberculosis 0% and inhibitors of VEEV 1.8%.
For CCOc1ccc(C(=O)NC(=S)Nc2cccnc2)cc1 the results were Salmonella PhoP GFP -2%, influenza NS1A -2%, M. tuberculosis HTS 1%, M. tuberculosis 5% and inhibitors of VEEV 0.8%.
Screening COC(=O)c1cc(S(=O)(=O)NCCc2sccc2C)c[nH]1 returned Salmonella PhoP GFP 4%, influenza NS1A -1%, M. tuberculosis HTS 10%, M. tuberculosis 7% and inhibitors of VEEV 1.7%.
Cc1oc(-c2ccccc2Cl)nc1CS(=O)(=O)CC(=O)NC(C)c1ccccc1 (stereo unspecified) was read as Salmonella PhoP GFP -3%, influenza NS1A -7%, M. tuberculosis HTS -6%, M. tuberculosis -4% and inhibitors of VEEV 3.2%.
`COc1cc2nc(N(CCCN(C)C)C(=O)c3ccc(S(=O)(=O)N4CCc5ccccc54)cc3)sc2cc1OC` gave Salmonella PhoP GFP 10%, influenza NS1A 18%, M. tuberculosis HTS -8%, M. tuberculosis 45% and inhibitors of VEEV 5.5%.
For Cc1ccccc1NC(=O)C(C)N1C(=O)c2ccccc2C1=O (stereo unspecified) the results were Salmonella PhoP GFP 0%, influenza NS1A -7%, M. tuberculosis HTS -11%, M. tuberculosis -11% and inhibitors of VEEV 4.7%.
Cn1c(N)c(N2CCCCC2)c(=O)n(CC(=O)Nc2cccc(C#N)c2)c1=O was read as influenza NS1A -5%, M. tuberculosis HTS -3%, M. tuberculosis -5% and inhibitors of VEEV 0.9%.
Screening Cc1ccc(C)c2[nH]c(=O)c(CN(CCCN(C)C)C(=O)NCc3ccccc3)cc12 returned Salmonella PhoP GFP 1%, influenza NS1A 13%, M. tuberculosis HTS -4%, M. tuberculosis 7% and inhibitors of VEEV 8.3%.
For Cc1cccc(C(=O)Nc2sc3c(c2C(=O)O)CCCC3)c1 the results were Salmonella PhoP GFP 7%, influenza NS1A -26%, M. tuberculosis HTS 11%, M. tuberculosis 62% and inhibitors of VEEV 1.7%.
`CCc1ccc(C2=NNC(=Nc3cccc(S(=O)(=O)N(C)C)c3)SC2)cc1` gave Salmonella PhoP GFP -1%, influenza NS1A -2%, M. tuberculosis HTS 9%, M. tuberculosis 29% and inhibitors of VEEV inconclusive.
For Cc1[nH]c2ccc3c(ncn3CCC#N)c2c1C the results were Salmonella PhoP GFP 13%, influenza NS1A 0%, M. tuberculosis HTS -7%, M. tuberculosis 21% and inhibitors of VEEV 1.2%.
For C=CCOc1c(Cl)cc(CNCCCN2CCOCC2)cc1OC the results were Salmonella PhoP GFP 3%, influenza NS1A -23%, M. tuberculosis HTS -4%, M. tuberculosis -2% and inhibitors of VEEV inactive.
Screening O=C(Nc1ccccc1C(=O)O)c1ncn[nH]1 returned influenza NS1A -5% and inhibitors of VEEV 3.1%.
Screening O=C(CNC(=O)c1ccccc1F)NC1CCN(Cc2ccccc2)CC1 returned Salmonella PhoP GFP -6%, influenza NS1A 1%, M. tuberculosis HTS 0%, M. tuberculosis -11% and inhibitors of VEEV 0.3%.
Screening CCOc1ccc(OCCSc2nc3ccccc3o2)cc1 returned Salmonella PhoP GFP -1%, influenza NS1A -8%, M. tuberculosis HTS 56%, M. tuberculosis inconclusive and inhibitors of VEEV 2.6%.
`O=C(CCCn1cncn1)N1CCCC(N2CCN(c3ccccc3F)CC2)C1` (stereo unspecified) gave Salmonella PhoP GFP 1%, influenza NS1A 6%, M. tuberculosis HTS 1%, M. tuberculosis 0% and inhibitors of VEEV 0.1%.
Screening COc1ccc(Oc2cc(C(F)(F)F)cnc2C(N)=O)cc1 returned Salmonella PhoP GFP 1%, influenza NS1A -7%, M. tuberculosis HTS -5%, M. tuberculosis -11% and inhibitors of VEEV 3.1%.
`COC(=O)C1=C(O)CSC1=Nc1cccc(C(F)(F)F)c1` gave Salmonella PhoP GFP -2%, influenza NS1A -26%, M. tuberculosis HTS 0%, M. tuberculosis 11% and inhibitors of VEEV inactive.
CCOc1ccc(-c2cc(C(=O)NCCCn3ccnc3)c3ccccc3n2)cc1 was read as Salmonella PhoP GFP 8%, influenza NS1A -10%, M. tuberculosis HTS inconclusive, M. tuberculosis 43% and inhibitors of VEEV 6.6%.
`Cc1ccc(C2CC(=O)C=C(O)C2)cc1` (stereo unspecified) gave Salmonella PhoP GFP 2%, influenza NS1A 1%, M. tuberculosis HTS 10%, M. tuberculosis 27% and inhibitors of VEEV 0.6%.
O=C(NCCCN1CCOCC1)C(=O)NCc1ccc(Cl)cc1 was read as Salmonella PhoP GFP -7%, influenza NS1A -7%, M. tuberculosis HTS 1%, M. tuberculosis -4% and inhibitors of VEEV 0.5%.
For Cc1ccc(CNC(=O)CCS(=O)(=O)c2ccc3c(c2)CC(C)N3C(=O)C2CC2)cc1 (stereo unspecified) the results were Salmonella PhoP GFP 8%, influenza NS1A -4%, M. tuberculosis HTS 2%, M. tuberculosis 4% and inhibitors of VEEV 0.4%.
Screening Cc1ccc(N2CCN(C(=O)N3CCOCC3)CC2)c(C)c1 returned Salmonella PhoP GFP 1%, influenza NS1A 0%, M. tuberculosis HTS -8%, M. tuberculosis -3% and inhibitors of VEEV 4.6%.
C=CCn1c(SCC(=O)Nc2ccc(NC(C)=O)cc2)nc2sc(C)c(C)c2c1=O was read as influenza NS1A -1%, M. tuberculosis HTS 0%, M. tuberculosis -12% and inhibitors of VEEV 1.9%.
Screening NC(=O)c1ccsc1NC(=O)COC(=O)CNC(=O)c1ccc(F)cc1 returned influenza NS1A -17%, M. tuberculosis HTS -8%, M. tuberculosis -14% and inhibitors of VEEV 1.2%.
Cc1ccc(C2CC(c3ccccc3)=NN2C(=O)CSc2nnc(-c3ccncc3)n2C)o1 (stereo unspecified) was read as Salmonella PhoP GFP 5%, influenza NS1A 0%, M. tuberculosis HTS 7%, M. tuberculosis -1% and inhibitors of VEEV 0.1%.
`CCCCOc1ccc(OC(=O)Nc2cc(Cl)ccc2OC)cc1` gave Salmonella PhoP GFP 9%, influenza NS1A 9%, M. tuberculosis HTS 66%, M. tuberculosis 8% and inhibitors of VEEV inactive.
Screening O=C1/C(=C\c2ccc(Br)o2)SC(=Nc2ccccc2)N1c1ccccc1 returned Salmonella PhoP GFP 0%, influenza NS1A -1%, M. tuberculosis HTS 3%, M. tuberculosis 4% and inhibitors of VEEV 7.2%.
`Cc1cc(S(=O)(=O)NCC(=O)O)ccc1F` gave Salmonella PhoP GFP -12%, influenza NS1A 0%, M. tuberculosis HTS 0%, M. tuberculosis 2% and inhibitors of VEEV inactive.
Screening COc1ccc(S(=O)(=O)N2CCC(C(=O)N3CCc4ccccc4C3)CC2)cc1 returned Salmonella PhoP GFP 2%, influenza NS1A 1%, M. tuberculosis HTS -2%, M. tuberculosis -17% and inhibitors of VEEV 0.7%.
O=C(O)C1C2CCCCC2=C2CCCCC2C1C(=O)c1ccccc1 (stereo unspecified) was read as Salmonella PhoP GFP -19%, influenza NS1A 11%, M. tuberculosis HTS -2%, M. tuberculosis 14% and inhibitors of VEEV inactive.

Screening data: PubChem BioAssay, Southern Research Specialized Biocontainment Screening Center
